# High-throughput results as filed in PubChem BioAssay.
# Myeloid diff 2: compounds promoting myeloid differentiation; ER-HoxA9 myeloid progenitors, lysozyme-GFP differentiation, flow cytometry; calls only at 10 µM; 360,000 compounds, 1% hits;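 active means normalized GFP-positive differentiation at or above the plate's own cutoff, the solvent-only control mean plus 3 SD; inconclusive means no clear call, values can overlap the other calls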;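 further: cells exposed to compound for four days before flow analysis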
# Lipid droplet: modulators of hepatic lipid droplet formation | 240,000 compounds, 0.4% hits | inhibition, % at 6.5 µM | AML12 mouse hepatocytes, oleate lipid droplets, BODIPY imaging | AID 1656;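 active means lipid droplet intensity inhibited by at least 50%, with more than 500 cells counted; inconclusive means wells with under 300 cells, treated as cytotoxic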
#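 Assay system: AML12 hepatocytes (mouse); Probe or stimulus: oleic acid at 100 µM to induce lipid droplet formation; Dosing: compound at 6.5 µM only; Schedule: compound with oleate, overnight; Detection: fluorescence imaging, 20x objective, two fields per well; Measure: % inhibition of lipid droplet signal.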
# T cell HTS: T cell immune modulation candidate | calls only at 7 µM | 2C CD8+ T cell-vesicle binding, flow cytometry; hits give low values | 330,000 compounds, 0.068% hits;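 active means response, share of CD8 T cells binding vesicles, and their 90th percentile fluorescence all below set limits, cut at about 80% in these data, passing the limit was not always enough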
#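 material = purified 2C TCR transgenic mouse naive CD8+ T cells | controls = Unloaded micro-vesicles (low), QL9 vesicles with 0.7% DMSO (high) | detection = cytometric PE anti-B7-1 and Alexa647 anti-CD8 signals after 1% paraformaldehyde fixation | incubation = binding step 1.5 h, 37 °C, antibody labelling 20 min, ice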
# Lipid droplet cells 6.5 µM: further read-out of Lipid droplet, marked with its call; cell count; measured here: cell count, cytotoxicity flag;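 cells counted across two imaged fields per well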
# T cell HTS vesicle-bound %: also measured in T cell HTS; calls as there; double positive events, %; measured here: CD8+ vesicle-bound cell fraction;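 binding gate set so that unloaded-vesicle control wells show 10% double positive cells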
# Myeloid diff 2 GFP+ MAC1+ %: recorded beside Myeloid diff 2, whose call it bears; GFP+ MAC1+ double positive, %; measured here: differentiation confirmed by MAC1 staining
# * marks the source's active call; other numbers are inactive results; i = inactive; ? = inconclusive; . = not tested or not shown. Only part of the results is shown; the hit share may differ from the screen's.
SMILES,Myeloid diff 2,Myeloid diff 2 GFP+ MAC1+ %,Lipid droplet,Lipid droplet cells 6.5 µM,T cell HTS,T cell HTS vesicle-bound %
Cc1nnc(NC(=O)c2cc(-c3ccncc3)nc3c(C)cccc23)s1,i,0.0,-2,673,i,65
COC(=O)c1ccc(/C=C(/NC(=O)c2ccccc2)C(=O)N2CCOCC2)cc1,i,1.8,8,693,i,18
CCOc1ccc(N2C(=O)CC(NC3CCN(C(=O)c4cccs4)CC3)C2=O)cc1 (centres undefined),i,0.8,4,854,i,17
C#CCOc1c(Br)cc(/C=C2/C(=O)ON=C2C)cc1OCC,i,0.7,9,428,i,32
CCOC(=O)C1=C(C)N(CCCC(=O)O)C(=O)NC1c1ccc(Cl)cc1Cl (centres undefined),i,1.8,-1,788,i,8
Cc1nn(C(=O)CCC(=O)NCc2ccccc2Cl)c2ccccc12,i,0.0,-3,717,i,2
COc1ccc(S(=O)(=O)N2CCCCC2)cc1N(C)S(=O)(=O)c1ccccc1,i,0.8,-7,770,i,11
CCOCCCNC(=O)c1oc2ccc(S(=O)(=O)N3CCOCC3)cc2c1C,i,0.4,-3,824,i,61
O=c1c2c([N+](=O)[O-])cc([N+](=O)[O-])cc2sn1Cc1ccccc1,i,0.3,6,867,i,4
Cc1ccc(NC(=O)CC(=O)Nc2ccc(C)cc2C)c(C)c1,i,0.3,1,797,i,60
COc1ccc(C2(C)NC(=O)N(CC(=O)c3ccc4c(c3)OCO4)C2=O)cc1 (centres undefined),i,3.2,-10,873,i,15
O=[N+]([O-])c1cccc(/C=N/N=C\c2ccccc2)c1,i,0.3,13,834,i,54
CC(CC(=O)NCc1ccc(F)cc1)c1ccccc1 (centres undefined),i,0.3,-7,832,i,27
CCN1C(=O)/C(=C2\SC(=S)N(NC(=O)c3cccnc3)C2=O)c2ccccc21,i,0.6,-15,813,i,12
COc1ccc(C(=O)N[C@H](C(=O)NCc2ccc(C)cc2)C(C)C)cc1,i,0.5,8,677,i,31
Cc1ccc(NC(=O)NCCCN2CCCC2=O)c(C)c1,i,0.9,-16,645,i,62
CCOCCCNC(=O)c1ccc(N2CC3CC(C2)c2cccc(=O)n2C3)c(NC(=O)Nc2cccc(OC)c2)c1 (centres undefined),i,0.8,0,693,i,23
O=C(NCCCC1CCCC1)C1CCC(=O)N(Cc2cccc(F)c2)C1 (centres undefined),i,1.3,2,859,i,63
CSCC[C@H](NC(=O)OC(C)(C)C)C(=O)N1CCC(C(=O)NCC(=O)Nc2ccc(C)cc2)CC1,i,0.4,1,715,i,52
O=C(c1cc(COc2ccc(F)cc2Cl)on1)N1CCCCCCC1,i,1.1,-14,717,i,17
Cc1ccc(CNC(=O)C(=O)c2cn(CC(=O)N3CCOCC3)c3ccccc23)cc1,i,0.6,23,670,i,70
C=CCc1ccc(OCCCNCc2ccccc2)c(OC)c1,i,0.5,0,776,i,57
COc1ccc(NC(=O)CSc2nn3c(=O)c(C)nnc3s2)cc1,i,0.3,-6,807,i,23
O=C(C1CC(=O)N(c2ccc(Cl)cc2)C1)N1CCN(Cc2ccc3c(c2)OCO3)CC1 (centres undefined),i,0.3,0,793,i,21
COc1ccccc1C(=O)NC(=S)Nc1ccccc1N1CCCCC1,i,4.9,-7,801,i,35
COc1cc(OC)cc(C(=O)NCC(=O)N2CCN(c3ccc(O)cc3)CC2)c1,i,0.8,2,846,i,24
CN1CCN(c2ccc(NC(=S)NC(=O)c3cccc4c(Br)cccc34)cc2)CC1,i,3.1,-15,725,i,17
COCCN(Cc1nc(C(c2ccccc2)c2ccccc2)no1)C(C)C,i,0.6,-2,823,i,62
O=S(=O)(Nc1cccc(-c2ccc(N3CCCCCC3)nn2)c1)c1ccccc1F,i,5.1,-36,740,i,16
Cc1cccn2cc(-c3cccc(S(=O)(=O)N4CC(C)OC(C)C4)c3)nc12 (centres undefined),i,1.6,-14,694,i,24
O=C1C2C3C=CC(C3)C2C(=O)N1Nc1ccc([N+](=O)[O-])cc1[N+](=O)[O-] (centres undefined),i,0.0,-2,802,i,34
Cc1cc(NC(=O)c2ccc(Cl)cc2)ccc1NC(=O)c1ccccc1Cl,i,0.2,3,869,i,50
CCN(CC)CCNC(=O)CCc1nnc2ccc(N3CCC(C)CC3)nn12,i,1.3,2,709,i,34
COc1ccc(CNC(=O)Cn2cccc2C(=O)c2ccccc2)cc1,i,0.7,2,764,i,45
Cc1occc1C(=O)N1CCCC(CO)(Cc2ccc(F)cc2F)C1 (centres undefined),i,0.4,-4,741,i,37
COc1ccc(S(=O)(=O)N2CCN(C(=O)c3cccnc3)CC2)cc1OC,i,0.3,-3,806,i,45
CCOc1ccc2nc(-c3ccccc3)nc(SCC(=O)OC)c2c1,i,0.7,-8,775,i,60
COc1ccccc1Cn1c(=S)[nH]c2ccc(Br)cc2c1=O,i,0.7,36,809,i,46
COc1ccc(OCc2cc(C(=O)N(C)C(C)c3ccon3)no2)c(Cl)c1 (centres undefined),i,1.1,-2,681,i,10
COc1cccc(C2C(C(C)=O)=C(C)Nc3ncnn32)c1 (centres undefined),i,0.4,-16,808,i,43
CCOc1cccc(CN(CC)CC2CCCN(CCc3cccc(OC)c3)C2)c1O (centres undefined),i,0.2,-15,809,i,39
Cn1c(CNC(=O)c2ccc3c(c2)OCO3)nnc1SCC(=O)Nc1ccc(F)cc1F,i,0.2,23,814,i,19
C[C@@H](C(=O)N1CCN(Cc2ccc3c(c2)OCO3)CC1)n1nnc2ccccc2c1=O,i,13,-6,504,i,15
CN(C)S(=O)(=O)c1cccc(NC(=O)COc2ccc(C(=O)c3ccccc3)cc2)c1,i,1.5,-2,871,i,30
Cc1cccc(-n2ncc(Cl)c(Cl)c2=O)c1,?,.,-7,837,i,45
COc1ccccc1N1CCN(C2CCCN(Cc3cc(F)cc(F)c3)C2)CC1 (centres undefined),i,0.5,16,857,i,34
CC(C)n1c(SCC(=O)NC2CCCCC2)nnc1-c1ccco1,i,0.5,-39,714,i,14
CN1CCN(C(=O)CSc2nnc(COc3ccc(Cl)cc3)o2)CC1,i,0.4,0,879,i,27
COc1ccc(S(=O)(=O)N2CCN(Cc3ccco3)CC2)cc1,i,0.8,-6,747,i,23
CSCCC(NS(=O)(=O)c1ccc(C)cc1)C(=O)NCCc1c[nH]c2ccccc12 (centres undefined),i,0.4,25,808,i,12

# Some values from the list:
# `CSCCC(NS(=O)(=O)c1ccc(C)cc1)C(=O)NCCc1c[nH]c2ccccc12` (centres undefined) in Lipid droplet is listed with 25
# `CC(C)n1c(SCC(=O)NC2CCCCC2)nnc1-c1ccco1` in Lipid droplet cells 6.5 µM is listed with 714
# `Cn1c(CNC(=O)c2ccc3c(c2)OCO3)nnc1SCC(=O)Nc1ccc(F)cc1F` in Myeloid diff 2 GFP+ MAC1+ % is listed with 0.2
# `C[C@@H](C(=O)N1CCN(Cc2ccc3c(c2)OCO3)CC1)n1nnc2ccccc2c1=O` in T cell HTS vesicle-bound % is listed with 15
# `COc1ccccc1N1CCN(C2CCCN(Cc3cc(F)cc(F)c3)C2)CC1` (centres undefined) in Lipid droplet is listed with 16
# `CCOc1cccc(CN(CC)CC2CCCN(CCc3cccc(OC)c3)C2)c1O` (centres undefined) in Lipid droplet cells 6.5 µM is listed with 809
# `COc1ccc(S(=O)(=O)N2CCN(Cc3ccco3)CC2)cc1` in Lipid droplet is listed with -6

# Only Lipid droplet cells 6.5 µM (4 entries from above):
Molecule | Lipid droplet cells 6.5 µM
COc1ccccc1N1CCN(C2CCCN(Cc3cc(F)cc(F)c3)C2)CC1 (centres undefined) | 857
CC(C)n1c(SCC(=O)NC2CCCCC2)nnc1-c1ccco1 | 714
CN1CCN(C(=O)CSc2nnc(COc3ccc(Cl)cc3)o2)CC1 | 879
COc1ccc(S(=O)(=O)N2CCN(Cc3ccco3)CC2)cc1 | 747

# Next entries follow:
SMILES,Myeloid diff 2,Myeloid diff 2 GFP+ MAC1+ %,Lipid droplet,Lipid droplet cells 6.5 µM,T cell HTS,T cell HTS vesicle-bound %
Cc1ccc(C23CC4CC(CC(C(=O)OCC(=O)N(C)C)(C4)C2)C3)cc1,i,0.6,2,733,i,8
Cc1oc(-c2ccccc2F)nc1CS(=O)CC(=O)NCc1ccccc1 (centres undefined),i,0.7,17,758,i,9
COc1cc(F)ccc1S(=O)(=O)N1CCN(c2ccccc2)CC1,i,0.6,-2,815,i,48
CC(C)c1ccc(NC2CCCN(C(=O)C3=NN(C)C(=O)CC3)C2)cc1 (centres undefined),i,0.2,32,729,i,33
CCc1ccccc1NS(=O)(=O)c1cc2c(cc1C)n(C)c(=O)c(=O)n2C,i,1.6,85*,753*,i,44
COc1ccccc1NC(=O)CCCCC(=O)Nc1ccccc1OC,i,0.6,41,801,i,55
C=CCn1c(=O)c2c(nc(-n3nc(C)cc3C)n2C)n(C)c1=O,i,0.3,-6,841,i,40
O=c1c(-c2ccc(Cl)cc2)coc2c(CN3CCCCC3)c(O)ccc12,i,0.9,-2,825,i,62
COc1ccccc1CC(=O)NNS(=O)(=O)c1cccc([N+](=O)[O-])c1,i,4.2,1,832,i,26
COc1ccc(C(=O)N2CCN(c3ccc(NC(=O)c4cccnc4)cc3)CC2)cc1,i,1.1,-1,800,i,27
O=C(NCCc1ccccc1)c1ccc2nc3cc(Cl)ccc3c(=O)n2c1,i,0.4,4,827,i,48
CC(C)n1cnc2c(oc3ccccc32)c1=O,i,0.8,-1,830,i,29
Cc1cc(=O)nc2c3ccccc3n(CC(=O)NCCCN3CCCC3=O)n12,i,1.1,-4,672,i,28
Cc1ccc(CNC(=O)C2CCC(=O)N(CCCN3CCOCC3)C2)cc1 (centres undefined),i,0.6,-1,867,i,63
O=C(NCC(=O)N(c1ccc(F)cc1)C(C(=O)NC1CCCC1)c1cccnc1)c1ccco1 (centres undefined),i,3.0,2,834,i,20
CCOc1ccc(NC(=O)CN2CCN(C(=O)C3CCCO3)CC2)cc1 (centres undefined),i,0.8,-13,666,i,40
CC1CCc2sc3ncnc(N4CCN(CCO)CC4)c3c2C1 (centres undefined),i,0.3,0,836,i,62
O=C(CCCNC(=O)c1ccc(Cl)cc1)Nc1cccc(F)c1,i,1.2,-5,773,i,37
COc1ccc(CCNC(=O)c2cc3c(=O)n4ccccc4nc3n(Cc3ccco3)c2=N)cc1OC,i,0.3,1,663,i,57
Cc1cc(C(=O)NNC(=S)Nc2cccc(C(F)(F)F)c2)nn1C,i,0.4,0,868,i,6

# Arranged by formula weight (ascending): 6 of the compounds above.
SMILES,Myeloid diff 2,Myeloid diff 2 GFP+ MAC1+ %,Lipid droplet,Lipid droplet cells 6.5 µM,T cell HTS,T cell HTS vesicle-bound %
CC1CCc2sc3ncnc(N4CCN(CCO)CC4)c3c2C1 (centres undefined),i,0.3,0,836,i,62
O=C(CCCNC(=O)c1ccc(Cl)cc1)Nc1cccc(F)c1,i,1.2,-5,773,i,37
Cc1cc(C(=O)NNC(=S)Nc2cccc(C(F)(F)F)c2)nn1C,i,0.4,0,868,i,6
O=C(NCCc1ccccc1)c1ccc2nc3cc(Cl)ccc3c(=O)n2c1,i,0.4,4,827,i,48
Cc1cc(=O)nc2c3ccccc3n(CC(=O)NCCCN3CCCC3=O)n12,i,1.1,-4,672,i,28
COc1ccc(CCNC(=O)c2cc3c(=O)n4ccccc4nc3n(Cc3ccco3)c2=N)cc1OC,i,0.3,1,663,i,57

# Later entries:
SMILES,Myeloid diff 2,Myeloid diff 2 GFP+ MAC1+ %,Lipid droplet,Lipid droplet cells 6.5 µM,T cell HTS,T cell HTS vesicle-bound %
O=C(NC1CC1)C(Cl)c1ccccc1 (centres undefined),i,0.6,-7,775,i,30
O=C(NCC1CCCO1)C1CC(=O)N(c2ccccc2)C1 (centres undefined),i,0.7,4,808,i,17
CCN1CCSc2ccc(C(=O)NCc3ccc(OC(C)C)cc3)cc21,i,1.9,26,726,i,22
CCCCn1c(N)c(N(CC)C(=O)c2ccc(C#N)cc2)c(=O)[nH]c1=O,i,0.5,-13,757,i,14
O=C(CCc1nc(-c2ccccc2Cl)no1)NC1CCCC1,i,0.3,-2,935,i,6
CCCN(CCC)Cc1c(C(=O)N/N=C/c2ccco2)nnn1-c1nonc1N,i,1.9,2,739,i,20
O=C(NCc1cccc2[nH]ccc12)C1CCC(=O)N(CCc2ccc(Cl)cc2)C1 (centres undefined),i,0.8,-2,809,i,63
O=C(c1ccco1)N1CCN(C(=O)c2cnn(-c3cccc(F)c3)c2C2CCNCC2)CC1,i,0.6,4,673,i,23
Cc1c(NC(=S)NC(=O)c2cccc(Cl)c2)c(=O)n(-c2ccccc2)n1C,i,0.5,-1,854,i,50
COc1cccc(C2(O)C(=O)Nc3ccccc32)c1 (centres undefined),i,0.5,-9,828,i,59
COc1ccc(-c2nc(CS(=O)CC(=O)NCCc3ccc(C)cc3)c(C)o2)cc1OC (centres undefined),i,0.4,-4,709,i,9
COc1ccc(Cl)cc1C(=O)NC(=S)Nc1ccccc1N1CCOCC1,i,2.4,-2,820,i,15
